BRCA1 expr act: activators of BRCA1 expression. AID 624202. 380,000 compounds, 1.1% hits. Potency, µM (doses to about 46.1 µM), for inactives: at the top dose activation, actives largely listed as activators. MCF7-BRCA1-FFLuc reporter, luminescence, 48 h; response scale: scaled: vehicle 0%, 10 µM genistein 100%; also: nearly all actives have a fitted effect of over 80% in size; some results filed as inactive show a strong effect at the top dose
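Activators of BRCA1 expression were detected as increased firefly luciferase luminescence in engineered MCF7 cells after 48 h compound incubation. Signals were scaled to genistein 10 microM as full activation.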
p53 reactivator: re-activators of mutant p53. H1299 p53-A138V BP100-luciferase reporter, luminescence, 24 h. Potency, µM (top dose mostly 92.2 µM), without a hit: at the highest dose activity change, positive = activation, actives largely listed as activators. 320,000 compounds, 0.063% hits. AID 504706; also: % of control where 0% means no effect; nearly all actives have a fitted effect of over 45% in size
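H1299 (p53-null), stable ts p53-A138V + BP100-Luc; 1000 cells/well, Opti-MEM/10% FBS; cpd 4 pt, 1:5; 24 h, 37 deg C, 5% CO2; detection reagent 10 min RT; luminescence.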
RORgamma inh: inhibitors of mouse ROR gamma transcriptional activity | 310,000 compounds, 5.4% hits | Potency, µM (highest dose often 53.6 µM), without a hit: at the top dose activity change, negative = inhibition, actives largely listed as inhibitors | P51450 | Drosophila S2 Gal4-RORgamma UAS-luciferase reporter, 20 h; also: % is scaled to controls: 0 for no effect and ±100 for the full control effect; nearly all actives have a fitted effect of over 60% in size
Target sequence (P51450 whole entry, looked up, the tested form may be a part): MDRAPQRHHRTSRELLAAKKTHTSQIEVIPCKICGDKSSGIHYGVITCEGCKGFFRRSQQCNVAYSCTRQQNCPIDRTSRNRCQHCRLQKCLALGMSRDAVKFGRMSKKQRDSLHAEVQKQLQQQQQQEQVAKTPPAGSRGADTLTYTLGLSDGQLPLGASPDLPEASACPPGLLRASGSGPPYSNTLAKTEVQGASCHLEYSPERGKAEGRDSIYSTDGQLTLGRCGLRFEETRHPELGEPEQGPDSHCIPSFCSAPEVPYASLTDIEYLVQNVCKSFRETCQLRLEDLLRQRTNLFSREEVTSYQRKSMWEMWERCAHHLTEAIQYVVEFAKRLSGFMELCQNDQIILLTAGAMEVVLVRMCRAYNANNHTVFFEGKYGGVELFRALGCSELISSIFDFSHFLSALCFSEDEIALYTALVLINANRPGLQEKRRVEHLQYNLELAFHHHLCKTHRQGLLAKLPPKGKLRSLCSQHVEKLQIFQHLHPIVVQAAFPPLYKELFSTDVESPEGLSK
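Luciferase reporter read in Schneider cells carrying Gal4-RORγ (mouse) and UAS-Photinus luciferase; cells given compound 1 h before 700 uM copper sulfate induction, then incubated 20 h at ambient temperature.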
Rab9 promoter act: activates the Rab9 promoter; Huh7 Rab9 promoter-luciferase reporter, luminescence, 24 h; Potency, µM (highest dose often 9.22 µM), inactives show top-dose activation, negative = inhibition, usual class: activators; 320,000 compounds, 2.8% hits; AID 485297; also: % of control where 0% means no effect; nearly all actives have a fitted effect of over 60% in size
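Cells were plated at 1500 per well in reduced-serum medium with 10% FBS and left 2 h. Compound in DMSO was then added for 24 h at 37 °C. Reporter signal was read by luminescence after 10 min with luciferase detection reagent.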
FLuc modulator: inhibits or activates purified firefly luciferase, miR-21 counter-screen. P08659. purified FLuc, Km substrates, luminescence inhibition. Potency, µM (highest dose often 57.5 µM), for the others: at the top dose activity change, negative = inhibition, hits mostly inhibitors. 360,000 compounds, 6.9% hits. AID 588342;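 also: plate controls were vehicle for no effect and reference inhibitor for full effect; nearly all actives have a fitted effect of over 55% in size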
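Purified P. pyralis luciferase (10nM final) with 10uM D-luciferin and 10uM ATP (Km levels) in 50mM Tris acetate pH 7.5, 10mM Mg acetate, 0.01% Tween-20, 0.05% BSA; qHTS 6-point titration, ~60 µM downward; luminescence read.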
Gal4-VP16 FLuc: Gal4-VP16 reporter inhibition counter-screen. Drosophila S2 Gal4-VP16 UAS-luciferase, luminescence, 20 h. Potency, µM (top dose mostly 53.6 µM), without a hit: top-dose activity, negative = inhibition, usual class: inhibitors. 310,000 compounds, 3.5% hits;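 also: Gal4-VP16 expression switched on by copper sulfate through the metallothionein promoter; % is scaled to controls: 0 for no effect and ±100 for the full control effect; nearly all actives have a fitted effect of over 50% in size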
ELG1 genotoxic: inducers of genotoxicity in HEK293T ELG1-luciferase cells | HEK293T ELG1-luciferase reporter, luminescence, 16 h | Potency, µM (series often up to 46 µM), without a hit: top-dose activity change, positive = activation, hits mostly activators | 330,000 compounds, 1.3% hits | AID 504466; also: % of control where 0% means no effect; nearly all actives have a fitted effect of over 60% in size
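Reporter readout depends on ELG1 protein level, which increases with genetic stress. After 16 hr compound exposure at 37 °C, luciferase activity was quantified using ONE-Glo.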
MBNL1-CUG inh: MBNL1-poly(CUG) RNA binding inhibition; 280,000 compounds, 0.036% hits; Q9NR56; Potency, µM (highest dose often 57.5 µM), for inactives: at the top dose activity change, negative = inhibition, actives largely listed as inhibitors; TR-FRET MBNL1-His/biotin-(CUG)12 binding, 665/545 ratio; active = well fitted inhibition curve with a large enough effect in the signal ratio, with a control signal flat, not every such curve was filed as active; inconclusive = small, poorly fitted or top-dose-only effect, or effect the other way, or a change in a side signal; inactive = no such curve, though single readings can be large or run the other way; the % refers to the signal ratio; also: % is scaled to controls: 0 for no effect and ±100 for the full control effect
Target sequence (Q9NR56 whole entry, looked up): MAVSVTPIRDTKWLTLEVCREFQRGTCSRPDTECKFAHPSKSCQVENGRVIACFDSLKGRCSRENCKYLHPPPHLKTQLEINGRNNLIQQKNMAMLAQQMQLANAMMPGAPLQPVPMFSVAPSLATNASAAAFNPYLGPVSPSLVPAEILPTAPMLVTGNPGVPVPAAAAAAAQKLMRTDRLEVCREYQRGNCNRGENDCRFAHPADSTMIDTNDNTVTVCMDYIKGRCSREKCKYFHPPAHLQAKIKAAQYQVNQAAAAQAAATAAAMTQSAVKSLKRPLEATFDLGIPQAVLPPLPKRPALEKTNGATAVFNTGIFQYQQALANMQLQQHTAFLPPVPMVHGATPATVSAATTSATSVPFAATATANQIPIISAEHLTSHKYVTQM
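Compound titration spanned 92 nM–58 uM against the MBNL1-His/biotin-(CUG)12 complex. After 60 min at room temperature with 5 nM streptavidin-XL665 and 0.055 ng/ul terbium anti-His, ratiometric 665/545 nm emission (Ex 340 nm) normalized to controls.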
NPC1 promoter act: NPC1 promoter activation | Huh7 NPC1 promoter luciferase reporter, 24 h | Potency, µM (highest dose often 9.22 µM), for the others: at the top dose activation, hits mostly activators | 320,000 compounds, 2.4% hits;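 also: % of control where 0% means no effect; nearly all actives have a fitted effect of over 60% in size; reporter is driven by a mutant NPC1 promoter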
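Huh7 cells stably carrying NPC1 promoter–luciferase, plated in Opti-MEM with 10% FBS for 2 h, were exposed to compound in DMSO for 24 h at 37 °C; luciferase reagent was added for 10 min and luminescence read.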
uPA generation: inhibitors of cell surface uPA generation; AID 540303; cell surface uPA generation assay, qHTS; Potency, µM (titrated, usually from 38.3 µM), for the others: at the highest dose activity change, negative = inhibition, hits mostly inhibitors; 330,000 compounds, 0.31% hits; active = well fitted inhibition curve with a large enough effect; inconclusive = small, poorly fitted or top-dose-only effect; inactive = no such curve, though single readings can be large or run the other way; tested in mouse RAW 264.7 cells; also: % is scaled to controls: 0 for no effect and ±100 for the full control effect; nearly all actives have a fitted effect of over 55% in size
Numbers without * were called inactive; ? = inconclusive; / = no result given; & = joins results of further samples; [ ] = another dose, or the depositor's remark. Unless noted, calls follow the shape of the dose curve; as a rule, active = well fitted curve in the direction sought with a large enough effect; inconclusive = small, poorly fitted or top-dose-only effect, or another doubt; inactive = no such curve, though single readings can be large; an effect the other way counts as inactive or inconclusive. Potency is read from the fitted curve at half-maximal effect.

(1) COC(=O)CCn1c(C)cc(C(=O)COc2ccccc2C(N)=O)c1C
(2) COCCN1CCn2c(nc3cc(NC(=O)c4cccs4)ccc32)C1
(3) CC(C)CN(C(=O)COC(=O)c1cnccn1)c1c(N)n(Cc2ccccc2)c(=O)[nH]c1=O
(4) Cc1ccc(S(=O)(=O)N2CCOCC2)cc1NC(=O)COC(=O)COc1cccc2c1OC(C)(C)C2
(5) Cc1ccc(N(C(=O)CNC(=O)c2ccco2)C(C(=O)NC2CCCCC2)c2cccnc2)cc1C (stereo unspecified)
(6) O=C(N/N=C/c1ccc2c(c1)OCO2)c1cccc(NC(=O)c2ccccc2Cl)c1
(7) COCCn1nnnc1SCC(=O)NCc1ccc2c(c1)OCO2
(8) Cc1ccc(CSCc2ccc(C(=O)NCC3CCCO3)o2)cc1 (stereo unspecified)

screen / no.	1	2	3	4	5	6	7	8
Gal4-VP16 FLuc	?	5%	/	/	-2%	?	-3%	-12%
uPA generation	-8%	-13%	-3%	-4%	0%	-4%	1%	2%
RORgamma inh	-8%	15%	/	/	-4%	?	-5%	20%
MBNL1-CUG inh	-3%	3%	/	/	-2%	?	-7%	-2%
FLuc modulator	?	?	-1%	0%	0%	2.7µM*	-2%	-9%
BRCA1 expr act	10%	60%	-19%	-23%	-9%	54%	-40%	0%
NPC1 promoter act	-20%	20%	-4%	-2%	-3%	-13%	0%	0%
Rab9 promoter act	-13%	?	1%	-9%	-2%	25%	-1%	-2%
p53 reactivator	-4%	18%	2%	2%	1%	7%	0%	-4%
ELG1 genotoxic	-16%	?	-2%	-1%	-5%	?	0%	-14%

(9) O=C(CCNS(=O)(=O)c1cccc2nsnc12)NCc1ccc(F)cc1
(10) Cc1ccccc1OCCn1cnc2c(N)ncnc21
(11) CN(C)/C=N/c1cc(=O)[nH]c(=O)n1Cc1ccccc1
(12) Cc1cc(C)c2nncn2n1
(13) C[C@@H](N)C(=O)NC[C@H]1O[C@@H](n2cnc3c(N)ncnc32)[C@H](O)[C@@H]1O
(14) O=C(NC1CCCCCC1)c1ccc(CS(=O)Cc2cccc(Cl)c2)o1 (stereo unspecified)
(15) O=C(c1cccc(S(=O)(=O)N2CCCCC2)c1)N1CCCCC1
(16) COc1ccc(S(=O)(=O)N(C)C[C@H]2Oc3c(NS(=O)(=O)c4cn(C)cn4)cccc3C(=O)N([C@H](C)CO)C[C@@H]2C)cc1

screen / no.	9	10	11	12	13	14	15	16
Gal4-VP16 FLuc	-4%	-4%	-1%&-5%	6%	/	4%	-4%[0.365 µM]	/
uPA generation	2%	-7%	-3%	1%	-1%	2%	/	-7%
RORgamma inh	8%	-29%	-11%&-16%	20%	/	1%	-17%	/
MBNL1-CUG inh	?	-12%	-13%	-13%	/	-5%	-5%	/
FLuc modulator	0%	/	0%	-1%	/	0%	-1%	/
BRCA1 expr act	-9%	-1%	5%	0%	12%	7%	-3%	11%
NPC1 promoter act	-2%	-1%	-3%	1%	/	-2%	-3%	/
Rab9 promoter act	-1%	4%	-4%	2%	/	-3%	-2%	/
p53 reactivator	-5%	9%	-5%	0%	-5%	-7%	3%	-1%
ELG1 genotoxic	-2%	3%	-1%	-2%	7%	1%	-1%	3%

(17) O=C(COC(=O)COc1cc(Cl)c(Cl)cc1Cl)NC1CC1
(18) O=C(Cc1cccs1)N1CCC(c2nc3c(nnn3Cc3ccc(F)cc3)c(=O)[nH]2)CC1
(19) C=CCN(C(=O)CNS(=O)(=O)c1ccccc1)C(C(=O)NCCOC)c1ccncc1 (stereo unspecified)
(20) COC(=O)c1cc(OC)c(OC)cc1NC(=O)CSc1ccccc1
(21) COCCCn1c(SCc2cccc(C(F)(F)F)c2)nc2cc(OC)c(OC)cc2c1=N
(22) Cc1c(CC(=O)O)c(=O)oc2c(C)c3occ(-c4ccc(F)cc4)c3cc12
(23) COc1ccc(-c2nn(-c3ccccc3)cc2C(=O)N(C)CC(=O)Nc2cccc(F)c2)cc1
(24) COC(=O)[C@]1(C)N[C@H](c2ccc(-c3ccccc3)cc2)[C@@H]2C(=O)N(C)C(=O)[C@@H]21

screen / no.	17	18	19	20	21	22	23	24
Gal4-VP16 FLuc	/	-18%	/	?	-48%	-2%	/	/
uPA generation	3%	/	6%	1%	0%	2%	?	2%
RORgamma inh	/	25%	15%[0.365 µM]	21%	?	-12%	/	/
MBNL1-CUG inh	/	3%	-2%	12%	-4%	0%	/	/
FLuc modulator	/	-2%	4%	-3%	7%	2%	3%	-17%
BRCA1 expr act	7%	-17%	-10%	-30%	0%[1.84 µM]	-30%	-8%	-6%
NPC1 promoter act	/	-6%	-3%	0%	-7%	-2%	-4%	-3%
Rab9 promoter act	/	-6%	1%	-9%	-1%	2%	-3%	3%
p53 reactivator	-4%	-36%[inhibitor]	-2%	-2%	-4%	0%	2%	-7%
ELG1 genotoxic	-2%	2%	-5%	-6%	-7%	-1%	-3%	-5%

Quoted at random: 3 entries already listed, in no set order.
(20) COC(=O)c1cc(OC)c(OC)cc1NC(=O)CSc1ccccc1
(23) COc1ccc(-c2nn(-c3ccccc3)cc2C(=O)N(C)CC(=O)Nc2cccc(F)c2)cc1
(17) O=C(COC(=O)COc1cc(Cl)c(Cl)cc1Cl)NC1CC1

screen / no.	20	23	17
Gal4-VP16 FLuc	?	/	/
uPA generation	1%	?	3%
RORgamma inh	21%	/	/
MBNL1-CUG inh	12%	/	/
FLuc modulator	-3%	3%	/
BRCA1 expr act	-30%	-8%	7%
NPC1 promoter act	0%	-4%	/
Rab9 promoter act	-9%	-3%	/
p53 reactivator	-2%	2%	-4%
ELG1 genotoxic	-6%	-3%	-2%

Next records follow.
(25) CCC(C)NC(=O)C1CCC(CNS(=O)(=O)c2ccc3c(c2)CC(C)N3C(C)=O)CC1 (stereo unspecified)
(26) O=C(c1ccc(NC(=S)Nc2ccc(F)cc2F)cc1)N1CCOCC1
(27) Cc1cc(NC(=O)CSc2nnc(-c3cccnc3)n2C)no1
(28) COc1ccc(NC(=O)CSc2nnc(-c3ccccc3C)n2N)cc1
(29) CCN1CCN(c2nc(-c3ccccc3Cl)nc3ccccc23)CC1
(30) CCOC(=O)N1CCc2c(sc3nc4n(c(=O)c23)N=C(C)CS4)C1
(31) Cc1occc1-c1nnc(SC(C)C(=O)Nc2ccccc2F)o1 (stereo unspecified)
(32) Cc1ccccc1OCC(=O)Nc1ccc2oc(=O)ccc2c1

screen / no.	25	26	27	28	29	30	31	32
Gal4-VP16 FLuc	0%	-7%	-6%	-1%	6%	5%	/	7%[10 µM]
uPA generation	2%	9%	/	-7%	9%	1%	?	2%
RORgamma inh	-15%	-24%	0%	-14%	-10%	35%	/	28%
MBNL1-CUG inh	-6%	-5%	-3%	0%	4%	?	/	5%
FLuc modulator	0%	-1%	1%	-2%	0%	4%	2%	3%
BRCA1 expr act	-11%	4%	4%	10%	-2%	-7%	-20%	-12%
NPC1 promoter act	-1%	0%	-4%	-3%	-4%	-2%	?	0%
Rab9 promoter act	0%	-13%	-10%	-8%	-2%	-8%	2.8µM*	-1%
p53 reactivator	-3%	3%	22%	1%	-6%	11%	23%	4%
ELG1 genotoxic	-1%	0%	1%	0%	5%	-3%	?	?

(33) O=C(NCC(F)(F)F)Nc1cccnc1
(34) CN1N=C(C(=O)NC2CCCc3c2cnn3-c2ccc(F)cc2F)CCC1=O (stereo unspecified)
(35) CCCc1cc(=O)oc2cc(C)cc(OC(C)C(=O)NCCCN3CCOCC3)c12 (stereo unspecified)
(36) COc1ccc(NC(=O)Cn2nnc(C(N)=O)c2N)c(OC)c1
(37) Cc1ccc(S(=O)(=O)N2CCN(C(=O)COC(=O)c3cncc(Br)c3)CC2)c(C)c1
(38) CCCCCCC(=O)NN1CCN(C)CC1
(39) O=C(NCCc1ccc(Cl)cc1)c1ccc(CS(=O)Cc2ccc(Cl)cc2)o1 (stereo unspecified)
(40) NC(=O)COC(=O)/C=C/c1ccccc1[N+](=O)[O-]
(41) C/C(=C\C(=S)Nc1ccccc1)Nc1cccc2ccccc12
(42) Cc1c(NC(=O)COc2ccc3ccccc3c2)c(=O)n(-c2ccccc2)n1C
(43) CC(NC(=O)C(=O)NN=C1CCCCCCCCCCC1)c1ccccc1 (stereo unspecified)

screen / no.	33	34	35	36	37	38	39	40	41	42	43
Gal4-VP16 FLuc	10%	?	2%	0%	/	0%	0%	-3%	?	-9%	-13%
uPA generation	-6%	2%	4%	-1%	2%	1%	6%	-2%	-7%	3%	2%
RORgamma inh	-3%	?	-2%	25%	/	-16%	26%	-9%	16µM*	13%	-29%
MBNL1-CUG inh	-14%	-1%	3%	0%	/	-8%	2%	?	?	1%	11%
FLuc modulator	-1%	5%	-1%	0%	/	-2%	-13%	-2%	-4%	4%	4%
BRCA1 expr act	-2%	-25%	16%	12%	-2%	8%	-2%	-2%	-35%	-6%	-4%
NPC1 promoter act	-7%	-4%	-2%	-3%	/	-1%	2%	-1%	0%	1%	-3%
Rab9 promoter act	7%	-10%	0%	4%	/	3%	-1%	-2%	-2%	4%	-1%
p53 reactivator	-10%	-10%	16%	-3%	-3%	0%	-4%	11%	7%	-3%	0%
ELG1 genotoxic	1%	-7%	1%[9.26 µM]	0%	2%	1%	-11%	-1%	2%	0%	2%

Screens: PubChem BioAssay, National Center for Advancing Translational Sciences (NCATS)
